Compound activity from PubChem.
PfGluPho inh: PfG6PD (Plasmodium falciparum) enzyme inhibition; PfGluPho enzyme, NADPH resazurin-diaphorase fluorescence; inhibition, % at 20 µM; hit rate 0.78% among 350,000; AID 504690;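 active = inhibition reaching at least a set limit at 20 µM in the primary screen, cut at about 59% in these data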;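 also: 0% = DMSO wells with substrate and 100% = DMSO wells lacking glucose-6-phosphate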
SENP8 inh: inhibitors of human SENP8 protease; Q96LD8; recombinant SENP8, Nedd8 substrate fluorescence; inhibition, % at 20 µM; hit rate 0.64% among 360,000; in the data active = inhibition mostly above about 40%, no sharp cut-off; inactive = mostly below about 27%
hIAP activ: increases human intestinal alkaline phosphatase activity | hit rate 0.16% among 330,000 | activation factor at 10 µM | P09923 | purified human IAP, CDP-Star luminescence, 30 min; hits give high values; 1 = vehicle-only enzyme, 0 = enzyme-free background | AID 2524;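 active = activation factor of the enzyme at least 2-fold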; also: the source names both 10 and 20 µM as test concentration; values of inactives mirror those of a sister screen read the other way
Target sequence (P09923 whole entry, looked up): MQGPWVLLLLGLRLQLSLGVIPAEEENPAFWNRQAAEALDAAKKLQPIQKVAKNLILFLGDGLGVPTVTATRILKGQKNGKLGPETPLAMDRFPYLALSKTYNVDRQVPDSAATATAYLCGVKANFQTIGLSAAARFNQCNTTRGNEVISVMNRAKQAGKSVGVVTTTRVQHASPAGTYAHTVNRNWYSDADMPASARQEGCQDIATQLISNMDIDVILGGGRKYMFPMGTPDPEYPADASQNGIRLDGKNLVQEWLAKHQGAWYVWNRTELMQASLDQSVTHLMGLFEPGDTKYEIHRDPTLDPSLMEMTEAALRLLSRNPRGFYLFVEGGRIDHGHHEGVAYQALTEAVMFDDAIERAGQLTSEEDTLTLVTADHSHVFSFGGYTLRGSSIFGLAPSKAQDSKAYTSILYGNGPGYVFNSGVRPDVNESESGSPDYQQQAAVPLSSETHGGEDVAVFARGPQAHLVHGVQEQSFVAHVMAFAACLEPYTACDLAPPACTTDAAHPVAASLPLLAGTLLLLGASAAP
NR3A LBD binder: NR3A (human) ligand-binding domain modulation; hit rate 2.5% among 340,000; Tm shift relative to glycine control, % at 25 µM; NR3A LBD differential scanning fluorimetry, Tm shift; 0% = protein alone, 100% = glycine-bound protein; AID 1259313;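 active = melting temperature shift of at least 10% of the positive control shift, at one fixed dose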
MPTP inh: blocks calcium-induced mitochondrial swelling; AID 602449; inhibition, % at 10 µM; hit rate 1.4% among 360,000; isolated mouse mitochondria, Ca2+ swelling absorbance, 30 min;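 active = inhibition of 50% or more, scaled per plate between neutral and stimulator controls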;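 also: 0% = DMSO wells given calcium and 100% = 1 mM EGTA wells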
SENP1 FRET inh: blocks the human SENP1 SUMO protease catalytic domain; hit rate 0.21% among 360,000; recombinant SENP1 catalytic domain, CyPet-SUMO1-YPet FRET cleavage; inhibition, % at 10 µM; AID 624204; Q9P0U3;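 active = inhibition at least 30% at 10 µM, raw YFP signal under a set limit, fluorescence ratio 0.5 to 1.5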;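 also: 0% = enzyme with DMSO and 100% = no enzyme wells; some results filed as inactive read as strong as hits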
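Assay system – human recombinant His6-tagged SENP1 catalytic domain enzyme · Input – SENP1 enzyme, 20 pM final · Buffer or medium – Tris pH 8 buffer plus EDTA, NaCl, BME, BSA, NP40, catalase · Schedule – 50 min reaction at room temperature · Technique – FRET read of cyan and yellow fluorescence · Control set – no-enzyme wells low, DMSO-plus-enzyme wells high control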
ATG4B inh: inhibitors of human ATG4B cysteine protease. ATG4B cleavage of LC3-PLA2, NBD-HPC fluorescence, 1 h. inhibition, % at 8.33 µM. hit rate 0.51% among 340,000; in the data active = inhibition above about 40%
SENP6 inh: inhibitors of human SENP6 protease. Q9GZR1. Recombinant SENP6 catalytic domain, aminoluciferin luminescence. inhibition, % at 10 µM. hit rate 1.8% among 330,000;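 active = inhibition above about 50% at the single tested dose, limit read from the data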;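 also: plate controls were DMSO wells with enzyme for no effect and DMSO wells lacking enzyme for full effect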
Target sequence (Q9GZR1 628-1112 limits assumed): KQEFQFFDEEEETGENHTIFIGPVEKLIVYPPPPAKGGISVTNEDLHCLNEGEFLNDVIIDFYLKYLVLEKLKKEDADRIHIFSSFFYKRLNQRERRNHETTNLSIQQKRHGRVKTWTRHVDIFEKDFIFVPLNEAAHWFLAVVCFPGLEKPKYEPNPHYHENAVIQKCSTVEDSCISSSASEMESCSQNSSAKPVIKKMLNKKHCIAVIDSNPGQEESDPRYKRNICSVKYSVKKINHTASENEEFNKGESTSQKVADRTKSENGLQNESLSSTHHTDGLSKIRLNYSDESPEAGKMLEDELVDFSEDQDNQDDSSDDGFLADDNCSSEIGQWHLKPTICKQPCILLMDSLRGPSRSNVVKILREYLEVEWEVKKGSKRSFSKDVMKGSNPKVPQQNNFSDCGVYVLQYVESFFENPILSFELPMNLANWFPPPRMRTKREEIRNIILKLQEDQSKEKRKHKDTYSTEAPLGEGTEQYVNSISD
* marks the source's active call; other numbers are inactive results; i = inactive; / = not tested or not shown.

SMILES	PfGluPho inh	SENP8 inh	hIAP activ	NR3A LBD binder	MPTP inh	SENP1 FRET inh	ATG4B inh	SENP6 inh
O=C(CC(C(=O)O)N1CCOCC1)Nc1ccc(Cl)cc1 (configuration not stated)	-6	10	0.95	0	-1.9	0	6	8
Cc1cc(NC(=O)C2CC(c3ccc(F)cc3)=NO2)no1 (configuration not stated)	-1	-8	0.92	-3	-1.3	-2	-2	-1
COc1ccc(C(=O)O)cc1Nc1cc(C)nc2ncnn12	-16	15	1.2	1	-1.3	5	3	13
CSc1ccccc1OCc1cc(C(=O)NCCC2CCCCO2)no1 (configuration not stated)	9	-2	0.85	0	0.1	3	2	3
CC(C)C(=O)Nc1cc(-c2nc3ncccc3o2)ccc1Cl	-3	-87	1.1	1	-1.4	0	-3	-2
COc1ccc(S(=O)(=O)N2CCCCC2)cc1NC(=S)Nc1ccccc1	2	14	1.1	-8	2.7	1	-2	-9
COc1cccc(CNCCOCCO)c1OC	-22	16	1	1	-2.0	0	-1	-28
Cc1nn(-c2ccccc2)c2c1C(=O)N(c1ccccc1)C(=O)C(C)(C)C2	-20	17	1.6	0	1.1	-3	11	-2
CCCCCCOC(=O)CCn1[nH]c(=O)c2ccccc2c1=O	-20	-36	1	0	1.8	1	1	-13
COC(=O)/C=C1/S/C(=N/NC(=O)c2ccc(OC)cc2)NC1=O	1	13	1.5	1	-1.4	4	-9	-9
O=C1C=C(NCc2ccccc2)c2ccccc2C1=O	118*	-363	/	2	1.3	-66	40	/
O=C(c1cc2cc(Cl)ccc2oc1=O)N1CCCC1	-6	-42	1.1	2	-2.6	-5	-1	-28
Cc1c(O[C@@H]2O[C@H](CO)[C@@H](O)[C@H](O)[C@H]2O)ccc2c1oc(=O)c1ccccc12	0	-281	0.83	4	2.0	1	6	2
Fc1ccccc1N1CCN(CC2CC3C=CC2C3)CC1 (configuration not stated)	6	5	1.1	-1	1.9	4	4	2
CCOC(=O)c1ccc(COC(=O)c2cc(=O)[nH]c3ccccc23)o1	23	-214	1.2	1	-3.6	2	-6	-15
CC(C)(C)c1ccc(/C=C/C(=O)c2ccc(NC3=NCCCS3)cc2)cc1	11	9	0.78	-6	9.8	3	17	-9
O=C1[C@H]2[C@H](C=CC[C@H]2C(=O)N2CCOCC2)CCN1Cc1ccccc1	-18	22	1.2	-1	-2.7	2	-5	-26
O=C(Nc1ccccc1C(=O)Nc1ccc(Br)cn1)c1cccc([N+](=O)[O-])c1	-9	10	1.1	2	1.3	1	3	-3
Cc1cc(C)c(C(=O)c2ccc(C(=O)N(C(C)C)C(C)C)cc2)c(C)c1	13	14	0.91	-2	0.2	1	1	-5
Cc1c(C(=O)Nc2ccccc2C(=O)N2CCOCC2)cccc1[N+](=O)[O-]	-14	12	1.1	3	-1.3	-1	5	5
O=C(CCCSc1nc2ccccc2[nH]1)NCc1ccccc1Cl	22	10	0.98	-1	3.0	2	7	-9
Cc1ccc(-n2c(C)cc(C)c(C#N)c2=O)cc1	-5	-139	0.91	0	3.2	-1	1	-10
CCCCN(C(=O)c1ccc(C)o1)c1c(N)n(CC(C)C)c(=O)[nH]c1=O	10	6	0.89	2	-1.1	1	-50	9
C[C@@H]1O[C@@H](O[C@H]2[C@H](O)[C@@H](O)[C@H](Oc3c(-c4ccc(O)c(O)c4)oc4cc(O)cc(O)c4c3=O)O[C@@H]2CO)[C@H](O)[C@H](O)[C@H]1O	-10	18	0.79	-3	-1.2	7	-3	-14
CC1CCC/C(=C\Nc2ccc(C(=O)O)cc2)C1=O (configuration not stated)	15	11	0.94	-3	-0.5	0	-7	41
O=C(Cc1ccccc1Cl)c1ccccc1	-2	7	/	-1	0.0	1	0	/
CS(=O)(=O)c1ccc(C(=O)OCC(=O)NC(=O)C2CCCCC2)cc1[N+](=O)[O-]	9	12	1.1	19*	0.5	3	-8	-12
N#Cc1cncc(-c2ccc3c(c2)OCCOCCOCCOCCOCCO3)n1	7	-188	0.91	1	-2.1	-3	-7	-7
COc1ccc(Oc2c(O)c3ccccc3n(C)c2=O)cc1	20	-78	1.1	-1	0.5	4	-5	-4
CC1(C)CC2CC(C)(CN2c2ncnc3ccccc23)C1 (configuration not stated)	-15	-11	0.96	0	19	2	-19	-12
Cc1ccccc1OCC(O)Cn1c(NCc2ccccc2)nc2c1c(=O)[nH]c(=O)n2C (configuration not stated)	-9	18	0.91	1	1.5	2	2	29
COc1cc(NC(=S)N2CCN(S(=O)(=O)c3ccccc3)CC2)cc(OC)c1	17	-3	1.2	-3	-2.1	6	-10	-2
COC(=O)Cn1c(-c2ccc(OC)cc2)c(-c2ccc(OC)cc2)nnc1=O	-1	-20	1.1	1	-0.8	3	-3	5
O=C(CN1C(=O)c2ccccc2C1=O)N1CCN(C2c3ccccc3-c3ccccc32)CC1	10	12	0.86	-7	-4.9	-1	19	-3
Cc1cccc(-c2csc(N)c2C(=O)OC(C)C)c1	-1	-10	0.93	-5	1.7	-2	0	13
Cc1cc(C)cc(C(=O)NC(=S)Nc2cccnc2)c1	-13	12	1.1	0	0.2	3	5	8
O=C(CSc1nnc(-c2ccccc2F)n1C1CC1)NCc1ccco1	11	14	1	0	0.4	-2	-11	-3
CCOc1ccc(S(=O)(=O)N2CCC(C(=O)NCC3CCCO3)CC2)cc1C (configuration not stated)	-22	8	1.2	1	-0.5	1	-2	-13
c1ccc2nc(N3CCCC3)c(N3CCCC3)nc2c1	8	i	0.88	11*	0.8	-23	3	-4
Cn1nnnc1NCc1ccccc1F	-11	7	1.6	-1	-0.3	0	-3	11
Cc1ccc(NC(=O)COC(=O)c2ccnn2C)cc1	-1	14	0.78	0	-2.0	2	-5	-21
O=C(Nc1ccccc1)[C@@H]1CC=C[C@@H]2CCN(Cc3ccc(Cl)c(Cl)c3)C(=O)[C@@H]21	13	8	0.97	-5	0.3	2	-1	-10
Cc1cccc(NC(=O)C2CCN(S(=O)(=O)c3cccc4cccnc34)CC2)c1	-10	6	0.99	-3	-2.2	0	-4	6
COc1ccc(CNC(=O)c2cccc(C)c2[N+](=O)[O-])cc1	-14	21	0.87	-1	-2.3	-1	-1	11
C/C(=C\C(=O)c1ncc(C(F)(F)F)cc1Cl)N(C)C	15	-6	1.1	0	-4.0	1	-1	0

4 entries out of the list, ordered by SMILES length, highest first:
SMILES	PfGluPho inh	SENP8 inh	hIAP activ	NR3A LBD binder	MPTP inh	SENP1 FRET inh	ATG4B inh	SENP6 inh
O=C(Nc1ccccc1)[C@@H]1CC=C[C@@H]2CCN(Cc3ccc(Cl)c(Cl)c3)C(=O)[C@@H]21	13	8	0.97	-5	0.3	2	-1	-10
O=C(CSc1nnc(-c2ccccc2F)n1C1CC1)NCc1ccco1	11	14	1	0	0.4	-2	-11	-3
Cc1cc(C)cc(C(=O)NC(=S)Nc2cccnc2)c1	-13	12	1.1	0	0.2	3	5	8
c1ccc2nc(N3CCCC3)c(N3CCCC3)nc2c1	8	i	0.88	11*	0.8	-23	3	-4

PfGluPho inh: entries above that show a hit
Compound,PfGluPho inh,hIAP activ,NR3A LBD binder,MPTP inh,SENP1 FRET inh,ATG4B inh,SENP6 inh
O=C1C=C(NCc2ccccc2)c2ccccc2C1=O,118*,/,2,1.3,-66,40,/

(listing goes on)
SMILES	PfGluPho inh	SENP8 inh	hIAP activ	NR3A LBD binder	MPTP inh	SENP1 FRET inh	ATG4B inh	SENP6 inh
COc1ccc([N+](=O)[O-])cc1NC(=O)Cc1noc2ccc(C)cc12	-10	19	1.2	-7	1.6	2	1	1
Cc1ccccc1NC(=O)c1ccc(NC(=O)C2CC(=O)OC23CCCCC3)cc1 (configuration not stated)	14	14	/	-4	-0.9	0	-9	/
Brc1ccc(N=C/C=C/C=C/Nc2ccc(Br)cc2)cc1	8	5	0.97	0	-0.1	-2	-2	8
CCN1CCCc2cc(CN(CCN3CCOCC3)C(=S)Nc3ccc(OC)c(Cl)c3)ccc21	1	10	0.98	0	2.8	-7	3	1
CCOc1ccc(NC(=O)CN(C)C(=O)c2cc([N+](=O)[O-])ccc2N2CCCCC2)cc1OCC	-13	24	0.96	0	-0.6	-3	4	-7
C#CCOCCOCCOCCNc1nc(N2CCN(C(=O)[C@H](CCC(=O)O)n3cc([C@@H](N)[C@H](C)CC)nn3)CC2)nc(N2CCN(C(=O)[C@H](CCC(=O)O)n3cc([C@@H](N)CCSC)nn3)CC2)n1	-3	4	1.2	0	-0.1	1	/	-23
CN(CCc1ccccn1)C(=O)CCc1nnc(CCCc2ccccc2)o1	-1	1	1.1	-1	4.8	-1	-3	-14
CC(C)(C)c1cc(C(=O)NNc2cccc(Cl)c2)n(Cc2ccccc2)n1	25	43*	0.93	7	30	1	12	-8
O=C1c2ccccc2C(=O)N1CCCn1c2ccc(Cl)cc2c2nc3ccccc3nc21	-9	27	/	0	0.3	-3	6	/
N#Cc1cn(CCOC(=O)c2cccc(C(F)(F)F)c2)c(=O)[nH]c1=O	-5	11	1.1	0	-0.3	0	-8	-30
COc1ccccc1Nc1nnc(SCC(=O)N2CCCC2)s1	6	13	1	2	-0.7	1	4	35
COc1ccc(-c2c(C#N)c(N)nc(Sc3ccc(Cl)cc3)c2C#N)cc1	-16	-81	1.6	1	14	1	3	-8
Cc1ccc(NC(=O)COC(=O)CNC(=O)c2ccc3ccccc3c2)c([N+](=O)[O-])c1	-2	7	1	-15	15	2	-20	-14
Cc1ccc(NC(=O)CC(C)N2CCCC2)cc1 (configuration not stated)	22	23	0.94	0	0.1	-29	3	-12
Cc1ccccc1NC(=O)c1cc(-c2ccco2)nc2ccccc12	13	-402	/	3	1.1	8	4	/
CCC(C)N(C(=O)COC(=O)c1cn(CC)c2nc(C)ccc2c1=O)C1CCS(=O)(=O)C1 (configuration not stated)	16	5	1.1	-1	-1.0	1	-1	-8
CCOC(=O)c1ccc(NC(=O)NCc2ccc(OC)cc2)cc1	8	7	0.98	-12	14	2	-10	6
Cc1cc(C(c2cc(C)c(N)c(C)c2)c2ccco2)cc(C)c1N	-38	32	0.99	-2	-0.1	2	13	-13
COc1ccccc1CNC(=O)COc1ccccc1C(=O)c1cnn(-c2ccccc2)c1	-6	-15	0.81	-1	-0.9	-17	30	51*
CSCCC(NC(=O)c1ccco1)C(=O)NCC(c1ccco1)N1CCCCC1 (configuration not stated)	-22	7	0.92	0	0.5	1	-16	6
O=C(CCOc1ccccc1)Nc1cccc([N+](=O)[O-])c1	22	7	1	-1	6.4	0	0	-8
O=C(Nc1ccc(Br)cc1Cl)c1ccc2c(=O)n3c(nc2c1)CCC3	11	-10	0.96	-1	0.8	-6	3	-8

Some of the entries above in a different format.
Value order – PfGluPho inh, SENP8 inh, hIAP activ, NR3A LBD binder, MPTP inh, SENP1 FRET inh, ATG4B inh, SENP6 inh
> CSc1ccccc1OCc1cc(C(=O)NCCC2CCCCO2)no1 (configuration not stated)
→ 9, -2, 0.85, 0, 0.1, 3, 2, 3
> CC(C)C(=O)Nc1cc(-c2nc3ncccc3o2)ccc1Cl
→ -3, -87, 1.1, 1, -1.4, 0, -3, -2
> COc1ccc(S(=O)(=O)N2CCCCC2)cc1NC(=S)Nc1ccccc1
→ 2, 14, 1.1, -8, 2.7, 1, -2, -9
